# Exocytosis inh – blocks lytic granule exocytosis | TALL-104 LAMP-1 surface exposure, flow cytometry; cells stimulated with thapsigargin and PMA | AID 651702 | inhibition, % at 10 µM | hit rate 0.66% among 360,000;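 active means inhibition above about 55%, limit read from the data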
# TWEAK Fn14 block – blocks TWEAK-Fn14 interaction in a reporter cell assay. inhibition, % at 10 µM. hit rate 2% among 360,000. TWEAK-stimulated Fn14 reporter cells, luciferase luminescence, 8 h; in the data active means inhibition above about 50%
# LRH-1 inv ag – suppresses constitutive activity of human LRH-1; O00482; HEK293T StAR-luciferase reporter, LRH-1 transfected, 24 h; inhibition, % at 3.6 µM; hit rate 0.13% among 360,000; AID 602396;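 active means inhibition above the mean inhibition of all tested compounds plus 3 SD, cut at about 73% in these data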;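 further: 0% = DMSO wells and 100% = reporter-only cells lacking LRH-1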
# Target sequence (O00482 whole entry, looked up): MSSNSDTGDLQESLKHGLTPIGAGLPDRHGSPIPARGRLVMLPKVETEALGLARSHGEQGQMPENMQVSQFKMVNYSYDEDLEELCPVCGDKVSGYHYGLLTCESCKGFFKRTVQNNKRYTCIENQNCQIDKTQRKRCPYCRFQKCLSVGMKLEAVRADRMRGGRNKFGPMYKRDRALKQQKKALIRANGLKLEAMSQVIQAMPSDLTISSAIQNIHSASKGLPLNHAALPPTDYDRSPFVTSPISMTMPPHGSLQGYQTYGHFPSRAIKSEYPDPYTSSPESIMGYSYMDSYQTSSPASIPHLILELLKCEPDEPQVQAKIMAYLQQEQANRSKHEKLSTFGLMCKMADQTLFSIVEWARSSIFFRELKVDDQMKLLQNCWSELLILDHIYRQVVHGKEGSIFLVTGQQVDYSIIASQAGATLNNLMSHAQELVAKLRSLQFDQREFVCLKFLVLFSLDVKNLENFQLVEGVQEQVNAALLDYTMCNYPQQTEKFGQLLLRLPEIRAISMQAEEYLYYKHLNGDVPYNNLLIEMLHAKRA
# NCOA1 inh – inhibitors of human steroid receptor coactivator 1 (SRC1) | Q15788 | HEK293 GAL4-SRC1 luciferase reporter, luminescence | inhibition, % at 3.6 µM | hit rate 0.12% among 360,000 | AID 588354;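 active means inhibition above the campaign mean plus 3 SD, with each screening campaign given its own cutoff, cut at about 60% in these data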;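 further: 0% = DMSO treated cells and 100% = gossypol at 36 µM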
# TLR9-MyD88 block – blocks human TLR9 binding to MyD88 | inhibition, % at 4.98 µM | hit rate 0.21% among 340,000 | Q9NR96+Q99836 | AID 504734 | CHO BLA complementation TLR9-MyD88, CCF4 FRET ratio;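 active means inhibition above the mean over all tested compounds plus 3 SD, cut at about 21% in these data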;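 further: 0% = DMSO only wells and 100% = clavulanate BLA inhibitor control wells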
# SRC3 inh – inhibits human SRC3 coactivator. Q9Y6Q9. HEK293 GAL4-SRC3 luciferase reporter, luminescence. AID 588352. hit rate 0.17% among 360,000. inhibition, % at 3.6 µM;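 active means inhibition above a per-campaign cutoff, the mean of all compounds plus 3 SD, cut at about 60% in these data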;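 further: 0% = DMSO-treated cells and 100% = gossypol-treated cells at 36 µM; higher means less SRC3-driven luciferase light from the GAL4 reporter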
# ABHD5-PLIN5 inh – inhibitors of human ABHD5-perilipin-5 interaction. Q00G26+Q8WTS1. Split G. princeps luciferase complementation, luminescence, 4 h. AID 602281. hit rate 0.78% among 360,000. inhibition, % at 4 µM;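 active means inhibition above the mean inhibition across every tested compound plus 3 SD, cut at about 22% in these data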;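 further: 0% = DMSO only wells and the 100% control is not disclosed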
# NCOA2 inhibitor – inhibits human steroid receptor coactivator 2 | HEK293 GAL4-SRC2 luciferase reporter, luminescence | inhibition, % at 9 µM | hit rate 0.17% among 370,000;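 active means inhibition above the mean inhibition of all tested compounds plus 3 SD, set per campaign, cut at about 52% in these data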;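 further: 0% = DMSO treated cells and 100% = cells given Gossypol at 36 µM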
# NR2F2 inh – NR2F2 (human) inhibition, primary screen; HEK293T NGFI-A luciferase reporter, luminescence; inhibition, % at 8.6 µM; hit rate 0.7% among 370,000;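 active means inhibition above a per-plate cutoff, mean inhibition of test wells between control levels plus 3 SD, cut at about 38% in these data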;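 further: cells cotransfected with COUP-TFII expression vector driving the NGFI-A reporter; 0% = median of COUP-TF2 test wells and 100% = reporter-only cells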
# NOD2-RIPK2 inh – NOD2-RIPK2 protein interaction inhibition; CHO BLA complementation NOD2-RIPK2, CCF4 ratio; inhibition, % at 4.98 µM; hit rate 0.38% among 360,000; in the data active means inhibition above about 21%;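 further: 0% = vehicle only and 100% = reference blocker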
# Target sequence (O43353 whole entry, looked up): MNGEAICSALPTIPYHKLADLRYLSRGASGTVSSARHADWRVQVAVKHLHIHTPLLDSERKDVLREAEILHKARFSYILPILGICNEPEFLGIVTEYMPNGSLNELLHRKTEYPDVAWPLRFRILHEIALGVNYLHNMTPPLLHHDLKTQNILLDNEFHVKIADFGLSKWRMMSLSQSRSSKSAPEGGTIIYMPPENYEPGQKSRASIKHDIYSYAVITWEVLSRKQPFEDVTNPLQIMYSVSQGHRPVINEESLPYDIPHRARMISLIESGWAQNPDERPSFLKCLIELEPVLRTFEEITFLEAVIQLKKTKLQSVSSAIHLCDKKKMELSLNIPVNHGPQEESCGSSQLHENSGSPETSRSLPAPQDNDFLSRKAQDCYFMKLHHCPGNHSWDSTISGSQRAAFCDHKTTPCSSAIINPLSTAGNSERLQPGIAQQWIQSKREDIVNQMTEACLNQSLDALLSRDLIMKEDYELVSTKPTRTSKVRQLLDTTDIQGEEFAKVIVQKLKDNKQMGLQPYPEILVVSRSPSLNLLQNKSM
# TROY NFkB inh – TROY signaling inhibition; Q293 LMP1-TROYcd NF-kB luciferase reporter, 4 h; inhibition, % at 10 µM; hit rate 0.98% among 360,000;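 active means compounds whose plate-normalised and pattern-corrected inhibition of the luciferase reporter signal at the single screening dose is 50% or more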
# Active calls of the source: *; x = no result given.
SMILES,Exocytosis inh,TWEAK Fn14 block,LRH-1 inv ag,NCOA1 inh,TLR9-MyD88 block,SRC3 inh,ABHD5-PLIN5 inh,NCOA2 inhibitor,NR2F2 inh,NOD2-RIPK2 inh,TROY NFkB inh
CC1(C)Oc2ccc(NC(=O)C3COc4ccccc4O3)cc2O1 (stereo not given),-2,42,-104,-105,11,-75,-4,-37,-32,-5,54*
CN(C(=O)COC(=O)C12CC3CC(CC(Cl)(C3)C1)C2)c1ccccc1,8,13,3,0,-28,0,-3,7,9,1,8
O=C(COc1ccccc1Cl)NCC(c1cccs1)N1CCOCC1 (stereo not given),-2,4,-3,2,0,14,-14,-6,19,-1,-3
CC(C)COC(=O)Nc1nnc(Cc2ccccc2)s1,2,-30,-51,-39,-3,-37,3,-54,-23,0,-39
Nc1cc(CN2C(=O)c3ccccc3C2=O)cc(Cl)c1O,-9,18,-19,-24,-2,3,-2,26,-5,-3,8
O=C(CC1CCCCC1)NCCOc1ccccc1,0,-26,-3,-17,-5,4,-7,-5,2,4,-34
CCCCc1nnc(NC(=O)c2ccccc2OCc2c(C)noc2C)s1,-3,-9,-41,-3,-8,-14,7,1,0,-5,-14
CCCCn1c(N)c(N(CC(C)C)C(=O)c2cc(S(=O)(=O)N3CCCCC3)ccc2C)c(=O)[nH]c1=O,-2,18,4,7,2,1,3,7,-12,-4,-9
Cc1ccc(S(=O)(=O)NCCC(=O)NC2CCCCC2C)cc1 (stereo not given),-2,-7,-5,-12,2,-6,-2,-22,1,-4,3
CCOC(=O)c1sc(N2N=C(C)C(N=Nc3cccc(C)c3)C2=O)nc1C (stereo not given),-4,-19,1,1,-7,6,-9,15,-12,2,37
C=CCN1C(c2ccc(Br)cc2)=CS/C1=C(\C#N)c1nnc(N2CCOCC2)n1-c1ccccc1,1,26,-1,6,-6,-4,4,13,1,-21,11
O=C(NCc1ccco1)C1CCCN(c2ncnc3c2nc2n3CCCCC2)C1 (stereo not given),-4,6,12,-23,-6,13,2,-14,18,-8,14
COc1cc(CNC(C)C23CC4CC(CC(C4)C2)C3)ccc1OCC(=O)NC(C)(C)C (stereo not given),20,-18,-35,13,-6,0,2,-13,-1,2,6
CC1CCN(C(C)C(=O)Nc2ccccc2-c2ccccc2)CC1 (stereo not given),2,12,-1,1,-6,4,-9,10,14,-4,19
Cc1nccn1-c1ccc(NC(=O)[C@H]2O[C@@H](n3ccc(=O)[nH]c3=O)[C@H](O)[C@@H]2O)cc1,-9,-4,-8,x,x,x,4,-6,-17,4,4
COc1cccc(/C=N/NC(=O)c2[nH]c(C)c(C(=O)N/N=C/c3cccc(OC)c3)c2C)c1,-8,48,-30,-1,-5,5,0,24,9,0,8
COc1ccc(C(=O)NC(C(=O)NCc2ccccc2OC)C(C)C)cc1 (stereo not given),4,16,-24,2,-14,24,-2,4,16,-5,0
Cc1ccc(CNC(=O)CN2C(=O)COc3ccc(S(=O)(=O)N4CCCCC4)cc32)o1,-2,-8,-5,-35,-4,-2,0,-23,10,4,17
O=C(CCCc1nc(-c2ccccc2Cl)no1)N1CCOCC1,3,-21,-7,-12,-3,18,1,8,-19,-3,-14
CCC1(C)Cc2c(sc3nc(NC)n(C)c(=O)c23)CO1 (stereo not given),-2,-35,31,-8,-6,0,-1,-16,-9,3,-33
O=C(C1CC(=O)N(c2ccc(F)cc2)C1)N1CCN(c2ccccc2)CC1 (stereo not given),-3,3,13,-3,-2,0,-5,-13,1,-1,5
COc1ccc(N2CCN(C(CNC(=O)c3ccc4c(c3)OCO4)c3ccco3)CC2)cc1 (stereo not given),-1,-11,-4,4,1,14,-4,-4,-23,-7,6
CC(C)N(CC#CCC(O)(c1ccccc1)c1ccccc1)C(C)C,2,2,13,0,0,11,6,-20,-12,-4,-12
O=C(N=C1SC2CS(=O)(=O)CC2N1c1ccccc1)C1CC1 (stereo not given),0,-8,3,-8,-9,-32,1,3,16,0,-14
COC(=O)CCN(C(=O)c1cc(OC)c(OC)c(OC)c1)c1ccccn1,-3,-17,11,11,-7,2,-5,6,7,-5,5
CCCCCn1c2nc3ccccc3nc2c2c(=O)n(CC(C)C)cnc21,5,5,8,3,0,5,-1,x,x,1,2
Cc1csc(CN(C)C(=O)c2cn(Cc3cccc4ccccc34)nn2)n1,0,-13,13,-6,-7,-40,3,-21,2,-1,-31
CC(C)NCC(O)(c1ccc(Cl)cc1)c1ccc(Cl)cc1,9,6,7,-25,4,2,6,-20,-15,0,-16
O=C(O)Cn1ccc2ccccc21,2,1,19,-12,-10,-12,6,-9,-6,-6,-28
O=C(NCc1cccc(C(F)(F)F)c1)C1CC(c2c(Cl)cccc2Cl)=NO1 (stereo not given),4,27,4,-16,-4,-8,-4,-8,8,5,12
COc1ccccc1-c1cc(C(=O)Nc2cc(C)nn2-c2ccccc2)no1,1,20,-2,4,-8,10,2,8,11,5,12
CCCCOc1ccc(C(=O)N2CCCC2C(=O)O)cc1 (stereo not given),4,-5,-7,-11,-2,3,-2,-20,4,-13,6
COC(=O)C1CN(C(=O)c2ccc(OC(F)F)cc2)c2ccccc2O1 (stereo not given),1,-5,5,-12,-10,-16,-4,6,0,-2,-23
CN1CCCN(C(=O)CNC(=O)c2ccccc2Br)CC1,-4,6,-1,13,-1,24,1,16,-10,-10,12
Cc1ccccc1C(=O)c1c[nH]c(C(=O)NCCCn2ccnc2)c1,-2,-9,4,7,-10,19,-7,17,7,3,-17
Cc1ccc(NC(=O)c2cn(-c3cccc(C)n3)cn2)cc1,4,-6,-141,-80,3,-50,1,-36,-25,5,-11
Cc1ccc2c(c1)cc(CN(Cc1ccco1)S(=O)(=O)c1ccccc1)c1nnnn12,2,23,-15,-25,-16,8,1,-32,-1,-9,20
COc1cc2[nH]c(=S)n(Cc3cccs3)c(=O)c2cc1OC,1,-10,0,2,-4,5,-1,-21,0,-3,8
O=C(COC(=O)c1ccc2c(c1)OCCO2)NC1CCCCC1,0,-6,15,-2,0,7,3,28,-5,-7,-25
COc1ccc(NC(=O)Cn2c(=O)n(-c3ccc(OC)cc3OC)c(=O)c3c(C)c(C)sc32)cc1,2,19,36,5,-10,8,-1,5,16,6,7

# Part of the list above, bar-delimited:
mol | Exocytosis inh | TWEAK Fn14 block | LRH-1 inv ag | NCOA1 inh | TLR9-MyD88 block | SRC3 inh | ABHD5-PLIN5 inh | NCOA2 inhibitor | NR2F2 inh | NOD2-RIPK2 inh | TROY NFkB inh
Cc1ccccc1C(=O)c1c[nH]c(C(=O)NCCCn2ccnc2)c1 | -2 | -9 | 4 | 7 | -10 | 19 | -7 | 17 | 7 | 3 | -17
COC(=O)CCN(C(=O)c1cc(OC)c(OC)c(OC)c1)c1ccccn1 | -3 | -17 | 11 | 11 | -7 | 2 | -5 | 6 | 7 | -5 | 5
O=C(C1CC(=O)N(c2ccc(F)cc2)C1)N1CCN(c2ccccc2)CC1 (stereo not given) | -3 | 3 | 13 | -3 | -2 | 0 | -5 | -13 | 1 | -1 | 5

# Continuation:
SMILES,Exocytosis inh,TWEAK Fn14 block,LRH-1 inv ag,NCOA1 inh,TLR9-MyD88 block,SRC3 inh,ABHD5-PLIN5 inh,NCOA2 inhibitor,NR2F2 inh,NOD2-RIPK2 inh,TROY NFkB inh
COc1ccc(C2c3ccc(O)cc3Oc3ncn(Cc4ccccc4)c(=N)c32)cc1OC (stereo not given),8,36,28,-2,-3,15,6,-17,3,-6,38
Cc1nc2ccc(F)cc2cc1C(=O)NC(C)C,0,10,-18,1,-2,18,8,x,x,3,13
Cc1occc1C(=O)N/N=C/c1ccc(Cl)c([N+](=O)[O-])c1,-4,5,-54,-37,13,-24,16,-42,-33,17,-78
CCc1ccc(NC(=O)c2cnc3n(c2=O)CCS3)cc1,0,21,-98,-81,13,-59,-3,-42,-33,8,-26
COc1cc2[nH]c(=O)n(CCC(=O)N3CCN(Cc4ccccc4)CC3)c(=O)c2cc1OC,-2,9,8,4,-3,8,-1,-38,14,-3,-6
Cc1[nH]c(SCC(=O)Nc2cc(C(N)=O)cc(C(N)=O)c2)nc1Cc1ccccc1,1,11,-1,-11,-10,9,3,2,-13,0,8
O=C(COc1ccc(Cl)cc1)NNC(=O)CSc1nncs1,-3,3,9,-2,-4,4,3,-5,6,2,-1
O=c1cc(N2CCOCC2)[nH]c(=O)n1-c1ccc(Br)cc1,12,7,16,1,-7,2,11,1,-7,-10,6
C[C@H]1CN([C@@H](C)CO)C(=O)CCCn2cc(nn2)CO[C@@H]1CN(C)S(=O)(=O)c1ccc(Oc2ccccc2)cc1,1,7,-3,4,-4,7,-2,15,-2,-2,5
CN(C)c1ccc(C(CC(=O)O)NC(=O)c2ccc(Cl)cc2)cc1 (stereo not given),-3,-4,1,-18,-11,10,-1,-13,11,3,-7
CCn1c(SCC(=O)NCc2ccc(C)cc2)nnc1-c1ccncc1,-2,0,-4,-2,-2,18,-5,9,-1,-2,6
NC(=O)C1CCN(C(=O)c2ccc(Cl)c(S(=O)(=O)N3CCc4ccccc43)c2)CC1,-5,-19,-6,-13,-18,10,1,10,1,-2,8
COc1ccc2[nH]c(C(=O)O)c(NC(=O)c3cc(OC)c(OC)c(OC)c3)c2c1,-9,11,9,-4,-6,1,-4,-7,-2,-5,-2
COCC(=O)n1nc(-c2ccccc2)nc1NCc1ccccc1,0,-5,-54,-14,-1,-26,1,-3,-13,-7,-15
O=C(OCC(=O)N1CCN(c2ccccc2)CC1)C1=COCCO1,0,-6,33,-7,-4,-6,7,-5,-4,-1,2
CC(=O)NCCn1c(SCc2cc(F)ccc2F)nc2ccccc2c1=O,-1,9,-3,4,3,16,9,9,-13,-2,4
Cc1ccccc1-n1c(N)c(C(=O)Nc2ccc(F)cc2)sc1=S,0,-15,6,3,-8,4,12,-31,7,2,-6
COc1ccccc1NC(=O)Cn1c(CN2CCCCC2)nc2ccccc2c1=O,-4,6,22,-15,0,13,6,-29,-3,1,1
CCc1nn(-c2ccccc2)c2c1-c1cc(OC)c(OC)cc1C1(N2)C(=O)Nc2ccccc21 (stereo not given),-2,14,-3,-16,2,10,3,32,-6,-3,8
O=C(Nc1ccc(N2CCCC(O)C2)cc1)c1snc2c(=O)[nH]cnc12 (stereo not given),3,-7,-10,-14,-2,-6,-3,-40,-12,-9,-26
CNc1nc(Oc2cccc(NC(C)=O)c2)c2sccc2n1,-13,25,10,17,x,-6,5,2,-14,-4,-20
Cc1cc2c3c([nH]c2cc1S(=O)(=O)NCCCOC(C)C)CC(C)(C)CC3=O,-3,2,10,-71,2,11,4,4,17,-2,15
COc1ccc(-c2nnc(SC)o2)c(OC)c1,3,-7,-39,-31,-15,-17,-7,-42,-16,1,-27
O=C(CSc1nnc2scc(-c3ccccc3)n12)NCc1ccco1,3,13,3,-22,-9,12,2,-6,-6,-3,-12
CCOC(=O)C1CCN(C(=O)CC(NS(=O)(=O)c2ccc(OC)cc2)C(C)C)CC1 (stereo not given),-3,0,5,-18,7,12,-1,x,x,8,-1
CCN(Cc1ccccc1)C(=O)COC(=O)c1cc(=O)[nH]c2ccccc12,-11,0,8,-1,2,7,5,4,0,-14,-23
CC(C)CNc1cc(=O)n(C)c(=O)n1C,-3,7,-4,-10,7,1,5,-18,5,2,-6
CC1(C)CC(=O)C2=C(C1)Oc1ncn3nc(-c4cccnc4)nc3c1C2c1ccccc1 (stereo not given),1,-13,-11,-25,-3,5,-4,9,9,6,18

# A portion of the library; rates above refer to the full screens.
